Compound activity deposited in PubChem by National Center for Advancing Translational Sciences (NCATS).
RORgamma inh = ROR gamma (mouse) transcription inhibition | 5.4% of 310,000 active | AID 2551 | Drosophila S2 Gal4-RORgamma UAS-luciferase reporter, 20 h | P51450 | Potency, µM (doses to about 53.6 µM), without a hit: at the highest dose activity change, negative = inhibition, actives largely listed as inhibitors; further: on the % scale 0 is the no-effect control and ±100 the full control effect; nearly all actives have a fitted effect of over 60% in size
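Stable Schneider cell line, Gal4 DNA-binding domain fused to ROR gamma, UAS-luciferase. Cmpd 1 hr RT → CuSO4 700 uM final → 20 hr RT → luciferase reagent 10 min → luminescence.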
ELG1 genotox = inducers of genotoxicity in HEK293T ELG1-luciferase cells; 1.3% of 330,000 active; AID 504466; HEK293T ELG1-luciferase reporter, luminescence, 16 h; Potency, µM (titrated, usually from 46 µM), for the others: top-dose activity change, positive = activation, hits mostly activators; further: % of control where 0% means no effect; nearly all actives have a fitted effect of over 60% in size
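Step 1: seed 2,000 HEK293T ELG1-luciferase cells per well. Step 2: add compound or DMSO, incubate 16 hr at 37 °C. Step 3: ONE-Glo, 30 min at room temperature, read luminescence.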
MBNL1-CUG inh = MBNL1-poly(CUG) RNA binding inhibition. Q9NR56. TR-FRET MBNL1-His/biotin-(CUG)12 binding, 665/545 ratio. Potency, µM (titrated, usually from 57.5 µM), without a hit: at the top dose activity change, negative = inhibition, most hits filed as inhibitors. 0.036% of 280,000 active; active means well fitted inhibition curve with a large enough effect in the signal ratio, with a control signal flat, not every such curve was filed as active; inconclusive means small, poorly fitted or top-dose-only effect, or effect the other way, or a change in a side signal; inactive means no such curve, though single readings can be large or run the other way; the % refers to the signal ratio; further: on the % scale 0 is the no-effect control and ±100 the full control effect
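Inhibition of protein-RNA binding appears as loss of TR-FRET between terbium anti-His antibody on MBNL1-His and streptavidin-XL665 on biotin-(CUG)12. Activity is normalized to buffer-only and uninhibited-complex controls.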
Rab9 prom act = Rab9 promoter activation; Huh7 Rab9 promoter-luciferase reporter, luminescence, 24 h; Potency, µM (doses to about 9.22 µM), without a hit: top-dose activation, negative = inhibition, usual class: activators; 2.8% of 320,000 active; AID 485297; further: % of control where 0% means no effect; nearly all actives have a fitted effect of over 60% in size
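Rab9 promoter-driven luciferase in stably transfected Huh7 cells; 1500 cells/well rested 2 h, exposed to compound in DMSO for 24 h at 37 °C, 5% CO2. Luminescence read 10 min after adding luciferase reagent at ambient temperature.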
uPA generation = inhibitors of cell surface uPA generation; cell surface uPA generation assay, qHTS; Potency, µM (series often up to 38.3 µM), without a hit: top-dose activity change, negative = inhibition, hits mostly inhibitors; 0.31% of 330,000 active; active means well fitted inhibition curve with a large enough effect; inconclusive means small, poorly fitted or top-dose-only effect; inactive means no such curve, though single readings can be large or run the other way; tested in mouse RAW 264.7 cells; further: on the % scale 0 is the no-effect control and ±100 the full control effect; nearly all actives have a fitted effect of over 55% in size
BRCA1 expr up = activators of BRCA1 expression; MCF7-BRCA1-FFLuc reporter, luminescence, 48 h; response scale: scaled: vehicle 0%, 10 µM genistein 100%; AID 624202; 1.1% of 380,000 active; Potency, µM (titrated, usually from 46.1 µM), for inactives: at the highest dose activation, hits mostly activators; further: nearly all actives have a fitted effect of over 80% in size; some results filed as inactive show a strong effect at the top dose
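Quantitative HTS in MCF7 cells stably reporting BRCA1 expression via firefly luciferase. Compound treatment lasts 48 h at 37 °C in phenol-red free MEM. Activation is expressed relative to genistein at 10 microM and DMSO.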
Gal4-VP16 FLuc = inhibits Gal4-VP16 luciferase reporter, ROR gamma counter-screen | Drosophila S2 Gal4-VP16 UAS-luciferase, luminescence, 20 h | Potency, µM (highest dose often 53.6 µM), inactives show top-dose activity, negative = inhibition, hits mostly inhibitors | 3.5% of 310,000 active | AID 2546;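 further: Gal4-VP16 expression switched on by copper sulfate through the metallothionein promoter; on the % scale 0 is the no-effect control and ±100 the full control effect; nearly all actives have a fitted effect of over 50% in size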
NPC1 promoter act = activates the NPC1 promoter. Huh7 NPC1 promoter luciferase reporter, 24 h. Potency, µM (series often up to 9.22 µM), inactives show at the highest dose activation, actives largely listed as activators. 2.4% of 320,000 active. AID 485313;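 further: % of control where 0% means no effect; nearly all actives have a fitted effect of over 60% in size; reporter is driven by a mutant NPC1 promoter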
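Quantitative HTS used a cell-based reporter: Huh7 cells stably bearing the NPC1 promoter upstream of luciferase were treated with compounds for 24 h, and promoter activation was read as luminescence.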
FLuc counter = inhibits or activates purified firefly luciferase, miR-21 counter-screen. P08659. 6.9% of 360,000 active. AID 588342. Potency, µM (doses to about 57.5 µM), for inactives: at the highest dose activity change, negative = inhibition, usual class: inhibitors. purified FLuc, Km substrates, luminescence inhibition;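 further: plate controls were vehicle for no effect and reference inhibitor for full effect; nearly all actives have a fitted effect of over 55% in size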
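Purified P. pyralis luciferase (10nM final) with 10uM D-luciferin and 10uM ATP (Km levels) in 50mM Tris acetate pH 7.5, 10mM Mg acetate, 0.01% Tween-20, 0.05% BSA; qHTS 6-point titration, ~60 µM downward; luminescence read.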
MLL CXXC-DNA inh = blocks binding of human MLL CXXC domain to DNA; MLL-CXXC / FITC-HOXA9 DNA fluorescence polarization; AID 2662; Q03164; 0.037% of 290,000 active; Potency, µM (series often up to 115 µM), without a hit: top-dose activity change, negative = inhibition, usual class: inhibitors; active means well fitted inhibition curve with a large enough effect in the polarisation, with a control signal flat, not every such curve was filed as active; inconclusive means small, poorly fitted or top-dose-only effect, or effect the other way, or a change in a side signal; inactive means no such curve, though single readings can be large or run the other way; the % refers to the polarisation
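Fluorescence polarization: 7 uM MLL-CXXC (stock) preincubated 5 min with compounds, then 50 nM fluorescein-HOX-A9 DNA (stock) added; 30 min ambient. Buffer 50 mM Tris-HCl pH 7.5, 50 mM NaCl, 1 mM DTT, 0.05% BSA.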
p53 reactivator = mutant p53 re-activation in reporter cells | 0.063% of 320,000 active | AID 504706 | H1299 p53-A138V BP100-luciferase reporter, luminescence, 24 h | Potency, µM (top dose mostly 92.2 µM), for inactives: at the highest dose activity change, positive = activation, most hits filed as activators; further: % of control where 0% means no effect; nearly all actives have a fitted effect of over 45% in size
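p53-null H1299 cells stably carrying temperature-sensitive p53-A138V and a BP100-luciferase reporter were pinned with compounds (4-point, 1:5 series) and held 24 hrs at 37 deg C. Luminescence was read 10 min after detection reagent.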
Starred values were filed as active, the others as inactive; ? = inconclusive; nt = no result given; [ ] = another dose, or the depositor's remark. Unless noted, the call rests on the fitted dose curve; in most records, active means well fitted curve in the direction sought with a large enough effect; inconclusive means small, poorly fitted or top-dose-only effect, or another doubt; inactive means no such curve, though single readings can be large; an effect the other way counts as inactive or inconclusive. Potency means the concentration at half of the fitted maximal effect. An excerpt; rates above refer to the full screens.

no.	mol	RORgamma inh	ELG1 genotox	MBNL1-CUG inh	Rab9 prom act	uPA generation	BRCA1 expr up
1	COc1ccc(-n2nc(C(=O)NCC(=O)NC(C)C)c3ccccc3c2=O)c(OC)c1	10%	-1%	10%	1%	4%	-5%
2	CCc1nonc1NC(=O)c1oc2ccc(C)cc2c1C	-2%	?	-4%	?	3%	16%
3	CCN(CC)S(=O)(=O)c1cccc(N2CC(O)=C(c3ccccc3)C2=N)c1	23%	1%	2%	-3%	1%	1%
4	O=C(c1cccc(Cl)c1)N1CCC(N2CCC(C(=O)N3CCOCC3)CC2)CC1	-11%	0%	1%	-2%	-2%	-1%
5	CCCCn1nnnc1SCC(=O)N1CCN(C(=O)c2ccco2)CC1	15%	18%	2%	-4%	5%	-2%
6	CCc1ccc(-c2nc(CN3CCCC(C(=O)O)C3)c(C)o2)cc1 (stereo not given)	-22%	7%	15%	3%	10%	0%
7	CCOC(=O)CC1C(=O)NCCN1S(=O)(=O)c1ccccc1Cl (stereo not given)	-8%	0%	-1%	-1%	3%	-2%
8	CNc1ccc(Br)cc(C(=O)/C=C/c2ccc3c(c2)OCO3)c1=O	-15%	2%	11%	1%	-4%	-71%
9	O=C(CN1C(=O)NC2(CCCCCC2)C1=O)N1CCN(S(=O)(=O)c2ccc(Cl)cc2)CC1	41%	-1%	2%	0%	-8%	-33%
10	CN(c1ccccc1)C(c1ccc(F)cc1)c1nnnn1CC1CCCO1 (stereo not given)	4%	-7%	-5%	-4%	-2%	0%
11	Cc1cc(C)c(C(=O)/C=C/C=C/c2ccccc2)c(=O)[nH]1	?	0%	-12%	16%	-12%	4%
12	CC(=O)CC1(O)C(=O)N(CN2CCN(c3ccccc3)CC2)c2ccccc21 (stereo not given)	5%	0%	-2%	10%	9%	2%

no.	Gal4-VP16 FLuc	NPC1 promoter act	FLuc counter	MLL CXXC-DNA inh	p53 reactivator
1	4%	4%	0%	2%	2%
2	?	?	?	-3%	?
3	-3%	2%	6%	4%	-3%
4	3%	1%	0%	3%	-1%
5	4%	-2%	-1%	0%	9%
6	3%	-1%	-3%	-2%	0%
7	-9%	-1%	0%	-3%	-3%
8	0%	0%	?	?	-10%
9	-3%	6%	3%	3%	-6%
10	10%	-3%	0%	-3%	-6%
11	0%	0%	?	5%	22%
12	-1%	6%	-1%	6%	?

Entries 7 through 9, quoted:
no.	mol	RORgamma inh	ELG1 genotox	MBNL1-CUG inh	Rab9 prom act	uPA generation	BRCA1 expr up
7	CCOC(=O)CC1C(=O)NCCN1S(=O)(=O)c1ccccc1Cl (stereo not given)	-8%	0%	-1%	-1%	3%	-2%
8	CNc1ccc(Br)cc(C(=O)/C=C/c2ccc3c(c2)OCO3)c1=O	-15%	2%	11%	1%	-4%	-71%
9	O=C(CN1C(=O)NC2(CCCCCC2)C1=O)N1CCN(S(=O)(=O)c2ccc(Cl)cc2)CC1	41%	-1%	2%	0%	-8%	-33%

no.	Gal4-VP16 FLuc	NPC1 promoter act	FLuc counter	MLL CXXC-DNA inh	p53 reactivator
7	-9%	-1%	0%	-3%	-3%
8	0%	0%	?	?	-10%
9	-3%	6%	3%	3%	-6%

Next part:
no.	mol	RORgamma inh	ELG1 genotox	MBNL1-CUG inh	Rab9 prom act	uPA generation	BRCA1 expr up
13	CNC(=O)c1c[nH]c2ccc(S(=O)(=O)Nc3ccccc3F)cc2c1=O	0%	11%	-8%	-2%	-2%	0%
14	Cc1ccc(/C=N/NC(=O)CSc2nc3ccccc3n2Cc2ccc(Cl)cc2)o1	-43%	-2%	1%	2%	2%	-36%
15	COc1ccc(C(=O)NCC(=O)OCC(=O)N2CC(C)CC(C)C2)cc1 (stereo not given)	8%	-6%	-4%	-14%	4%	8%
16	CCN1CCN(c2ccc(S(=O)(=O)N3CCCCC3)cc2NC(=O)c2ccc([N+](=O)[O-])s2)CC1	nt	-12%	nt	-20%	-6%	-79%
17	O=C1N=C(N2CCc3ccccc3C2)S/C1=C\c1cccc(O)c1	40%	1%	32%[activator]	-4%	12%	-11%
18	COCCNc1nc2c(c(=O)[nH]c(=O)n2C)n1CCCc1ccccc1	-11%[1.91 µM]	7%	1%	3%	-4%	-20%
19	Cc1cc(-c2n[nH]c(=S)n2Cc2ccco2)n(C)n1	?	2%	-12%	11%	7%	-10%
20	Cn1c(=O)c2c(SCC(=O)N3CCCCC3)nc(-c3ccccc3F)nc2n(C)c1=O	3%	0%	-6%	2%	1%	0%
21	Cc1ccc(C(=O)OCC(=O)N2CCC(c3ccccc3)=N2)c(C)c1	nt	2%	nt	0%	2%	12%
22	Cc1ccc(Nc2c(-c3ccc(N4CCOCC4)cc3)nc3ncccn23)c(C)c1	?	-2%	46%[activator]	-4%	7%	-15%
23	COc1ccc(C(=O)NC(=S)NCCO)cc1Br	0.79µM*	0%	-4%	8%	13%	46%
24	Cc1ccccc1Cn1ccc(-c2ccc(Cl)cc2)c(C#N)c1=O	-30%	5%	-1%	1%	-3%	-1%

no.	Gal4-VP16 FLuc	NPC1 promoter act	FLuc counter	MLL CXXC-DNA inh	p53 reactivator
13	2%	-3%	0%	60%[activator]	1%
14	4%	1%	-9%	-15%	-7%
15	0%	0%	1%	-8%	2%
16	nt	-12%	-1%	nt	7%
17	?	2%	?	-2%	-5%
18	-12%	-1%	3%	-4%	2%
19	?	0%	-2%	-2%	-5%
20	-3%	-4%	0%	-9%	22%
21	nt	2%	?	nt	-2%
22	-9%	0%	19µM*	1%	-5%
23	1.1µM*	10%	-17%	1%	25%
24	-1%	-1%	4%	3%	5%

Next records
no.	mol	RORgamma inh	ELG1 genotox	MBNL1-CUG inh	Rab9 prom act	uPA generation	BRCA1 expr up
25	CN1CCC(N(C)C(=O)c2cccc(S(=O)(=O)N3CCOCC3)c2)CC1	nt	1%	nt	2%	-3%	-6%
26	O=c1c[n+]([O-])c2ccccc2n1OCc1c(F)cccc1F	6%	-4%	?	4%	-13%	-39%
27	N/C(Cc1ccc([N+](=O)[O-])cc1)=N\OC(=O)COc1cccc2ccccc12	-2%	0%	0%	4%	nt	-13%
28	COc1ccc(C(O)c2nc3ccccc3n2C)cc1OC (stereo not given)	-35%	-7%	-3%	-20%	-8%	-66%
29	COc1ccc(OC)c(-c2cc(C(=O)Nc3c(C)nn(Cc4ccccc4)c3C)no2)c1	?	-11%	-5%	-6%	nt	-67%
30	O=C(Nc1nc2c(s1)CCCC2)c1ccc(Br)s1	11µM*	?	8%	0.5µM*	nt	29%
31	COc1ccc(O)c(/C=N/N=C2/C(=O)Nc3ccccc32)c1	-17%	5%	?	1%	-17%	-31%
32	O=C(CSc1nc2ccc(NC(=O)CSc3nnnn3Cc3ccccc3)cc2s1)Nc1ccccc1	-4%	7%	6%	-2%	-2%	15%
33	COc1cccc(-c2nn(C)c3sc(C(=O)NCc4ccco4)cc23)c1	24%	0%	-1%	1%	-5%	-65%
34	COCC(C)n1c(C)cc(C(=O)Cn2nc(C(=O)O)c3ccccc3c2=O)c1C (stereo not given)	?	?	?	23%	-3%	22%
35	Cc1nc(N2CCCCC2)sc1C(=O)c1cccc([N+](=O)[O-])c1	?	?	?	22%	-6%	26%
36	Cc1cc(C)c2c(N)c(C(=O)c3ccc(Br)cc3)oc2n1	-4%	-3%	nt	0%	-1%	-38%
37	O=C(COC(=O)/C=C/c1ccco1)NCc1ccc(Cl)cc1	nt	-1%	nt	2%	-3%	10%
38	CNC(=O)c1ccc(NC(=O)c2cc(S(=O)(=O)N(C)C)ccc2N2CCCC2)cc1	nt	-2%	nt	1%	12%	-16%

no.	Gal4-VP16 FLuc	NPC1 promoter act	FLuc counter	MLL CXXC-DNA inh	p53 reactivator
25	nt	-2%	3%	nt	0%
26	2%	2%	8%	27%	1%
27	-6%	-7%	-10%	33%[activator]	6%
28	6.3µM*	-21%	0%	8%	1%
29	-17%	-2%	0%	-3%	-11%
30	?	2.8µM*	1.5µM*	9%	?
31	-11%	-2%	4.8µM*	9%	3%
32	-5%	-1%	-1%	-10%	14%
33	1%	-2%	-10%	4%	-6%
34	-15%	0%	7.6µM*	-9%	-2%
35	23%	14%	?	4%	-5%
36	-5%	-1%	?	-13%	2%
37	nt	0%	-3%	nt	-2%
38	nt	0%	1%	nt	5%
